# GALK inhibitor = blocks human galactokinase activity; P51570; AID 1868; Potency, µM (top dose mostly 57.5 µM), inactives show at the highest dose activity change, negative = inhibition, hits mostly inhibitors; hit rate 0.007% among 270,000; Purified GALK, Kinase-Glo residual ATP luminescence; further: potency means the concentration at half of the fitted maximal effect; on the % scale 0 is the no-effect control and ±100 the full control effect
#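 Quantitative HTS: GALK 5 nM, ATP 35 uM, galactose 100 uM, 1 h room temperature, then luciferase-based ATP detection.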
# MLL CXXC-DNA inh = inhibitors of human MLL CXXC domain-DNA interaction; MLL-CXXC / FITC-HOXA9 DNA fluorescence polarization; Potency, µM (doses to about 115 µM), without a hit: at the top dose activity change, negative = inhibition, most hits filed as inhibitors; hit rate 0.037% among 290,000; AID 2662; active means well fitted inhibition curve with a large enough effect in the polarisation, with a control signal flat, not every such curve was filed as active; inconclusive means small, poorly fitted or top-dose-only effect, or effect the other way, or a change in a side signal; inactive means no such curve, though single readings can be large or run the other way; the % refers to the polarisation; further: potency means the concentration at half of the fitted maximal effect
#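 Steps: dispense CXXC domain solution (7 uM) → pin compounds or unlabeled HOX-A9 DNA control → 5 min ambient → add FLSN-HOX-A9 solution (50 nM) → spin → 30 min ambient → fluorescence polarization. Tris pH 7.5/NaCl/DTT/BSA buffer.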
# USP2a inh = inhibitors of human ubiquitin-specific protease USP2a. AID 463254. O75604. Potency, µM (highest dose often 38.3 µM), without a hit: at the highest dose activity change, negative = inhibition, usual class: inhibitors. hit rate 0.01% among 330,000. USP2 core, Ub-CHOP2 coupled fluorogenic reporter, 485/531;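 further: potency means the concentration at half of the fitted maximal effect; plate controls were DMSO wells for no effect and full inhibition by NEM control for full effect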
#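 Cell-free coupled assay: 10nM USP2 core preincubated 30min RT with compound in Tris-HCl pH 8.0/CaCl2/CHAPS buffer, then 25nM Ub-CHOP2 and 25nM reporter substrate; fluorescence (Ex 485/Em 531) read after 60min RT, normalized to NEM inhibition, concentration-response curves fitted.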
# hERG WT inh = KCNH2 (human, wildtype) channel inhibition; hit rate 0.37% among 340,000; AID 720551; U2OS, BacMam KCNH2, thallium flux FluxOr; active compounds read low; activity change, % at 1.84 µM;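 active means maximum activity change below -70%; inconclusive means maximum activity change between -70% and -50%; inactive means maximum activity change above -50%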; further: on the % scale 0 is the no-effect control and ±100 the full control effect
#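 U2OS cells were transduced with wild-type KCNH2 virus (2.03 x 10^8 / mL) for 4 h at room temperature, then cultured overnight at 37 C. Thallium flux was read with FluxOr dye. Rate constants were normalized to DMSO controls.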
# B2AR arrestin = beta2AR (human) beta-arrestin recruitment activity. P07550. beta-arrestin recruitment to beta2AR, cell-based reporter. Potency, µM (series often up to 46.1 µM), inactives show top-dose activation, actives largely listed as activators. hit rate 0.02% among 330,000;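 further: potency means the concentration at half of the fitted maximal effect; 0% = DMSO controls and full agonism = EC100 isoproterenol or metaproterenol; nearly all actives have a fitted effect of over 65% in size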
# Target sequence (P07550 whole entry, looked up): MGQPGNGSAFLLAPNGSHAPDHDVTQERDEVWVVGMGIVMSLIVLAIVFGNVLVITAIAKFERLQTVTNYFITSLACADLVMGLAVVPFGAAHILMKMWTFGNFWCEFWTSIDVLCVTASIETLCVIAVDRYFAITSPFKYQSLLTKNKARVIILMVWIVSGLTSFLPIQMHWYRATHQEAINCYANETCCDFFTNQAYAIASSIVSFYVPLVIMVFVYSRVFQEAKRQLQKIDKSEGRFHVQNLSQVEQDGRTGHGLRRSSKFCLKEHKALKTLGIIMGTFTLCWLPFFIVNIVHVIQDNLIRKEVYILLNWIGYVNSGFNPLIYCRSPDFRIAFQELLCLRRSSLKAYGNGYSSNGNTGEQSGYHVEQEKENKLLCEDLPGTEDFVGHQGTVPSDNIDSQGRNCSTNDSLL
# Coupling enz = inhibits coupling enzyme system, counter-screen for aldolase hits | coupling enzyme system counterscreen, AmpLite Red fluorescence | activity change, negative = inhibition, % at 58.2 µM, hits read low | hit rate 0.67% among 290,000; in the data active means activity change below about -30%; further: on the % scale 0 is the no-effect control and ±100 the full control effect
#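 Counterscreen lacking aldolase: glyceraldehyde-3-phosphate coupling-enzyme reagent preincubated 10 min at RT with compound (at 57.5 uM final), then substrate/coupling system with AmpLite Red added; fluorescence read at 525/598 nm after 20 min RT.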
# Giardia killer = kills Giardia lamblia; activity change, % at 7.66 µM, hits read low; Giardia lamblia trophozoite viability; hit rate 0.15% among 340,000; in the data active means activity change below about -80%; inconclusive means between about -30% and that limit;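 further: parasites exposed to compound for two days anaerobically before the ATP read; on the % scale 0 is the no-effect control and ±100 the full control effect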
#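 Luminescence from cellular ATP indicates surviving trophozoites (100 cells/well) following 48 hrs anaerobic compound treatment at 37 deg C; signal develops 15-30 min at room temperature.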
# KCNH2 3.1 block = blocks the human KCNH2 3.1 channel isoform; U2OS KCNH2 3.1, thallium flux FluxOr; active compounds read low; activity change, % (tested at about 1.8 µM); hit rate 0.95% among 340,000; AID 720553;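 active means maximum activity change below -70%; inconclusive means maximum activity change from -70% to -50%; inactive means maximum activity change above -50%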;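 further: thallium influx rate constant from kinetic fluorescence after stimulation buffer; on the % scale 0 is the no-effect control and ±100 the full control effect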
#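 Kinetic fluorescence (2 min after stimulation buffer) measures Tl+ influx through KCNH2 3.1 expressed by viral transduction in U2OS cells; the rate constant is normalized against DMSO controls serving as positive and negative references.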
# PKM2 act = PKM2 (human) enzyme activation; purified PKM2, Kinase-Glo ATP luminescence, activation; response scale: 0% is enzyme alone, no compound; hit rate 0.34% among 260,000; P14618; Potency, µM (series often up to 57.5 µM), without a hit: top-dose activation, hits mostly activators; further: potency means the concentration at half of the fitted maximal effect; on the % scale 0 is the no-effect control and ±100 the full control effect; nearly all actives have a fitted effect of over 55% in size
# Target sequence (P14618 whole entry, looked up): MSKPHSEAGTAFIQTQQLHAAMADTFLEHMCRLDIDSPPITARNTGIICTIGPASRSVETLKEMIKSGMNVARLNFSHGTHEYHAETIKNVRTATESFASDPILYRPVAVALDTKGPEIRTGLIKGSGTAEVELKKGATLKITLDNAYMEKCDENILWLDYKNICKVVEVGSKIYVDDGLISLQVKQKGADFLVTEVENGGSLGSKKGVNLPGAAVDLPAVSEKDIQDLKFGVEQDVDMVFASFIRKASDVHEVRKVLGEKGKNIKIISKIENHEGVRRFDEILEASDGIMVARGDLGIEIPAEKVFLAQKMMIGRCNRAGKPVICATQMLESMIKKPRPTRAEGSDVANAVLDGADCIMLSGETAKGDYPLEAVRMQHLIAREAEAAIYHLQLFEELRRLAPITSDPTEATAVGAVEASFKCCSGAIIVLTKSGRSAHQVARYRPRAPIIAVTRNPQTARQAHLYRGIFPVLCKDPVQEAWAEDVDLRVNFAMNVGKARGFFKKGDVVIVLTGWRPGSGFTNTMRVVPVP
#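 hPK-M2, >95% pure; 0.1 mM ADP / 0.5 mM PEP final; imidazole pH7.2 buffer w/ 7 mM MgCl2, 50 mM KCl; 1 h RT; Kinase-Glo lum. Intermediate enzyme activity for dual inhibitor/activator qHTS.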
# Menin-MLL TR inh = displaces Texas Red mutant MLL peptide from human menin | O00255 | Menin + Texas Red MLL mutant peptide, fluorescence polarization | Potency, µM (highest dose often 61.6 µM), for inactives: at the highest dose FP activity change, negative = inhibition, actives largely listed as inhibitors | hit rate 0.23% among 270,000; active means well fitted inhibition curve with a large enough effect in the polarisation, with a control signal flat, not every such curve was filed as active; inconclusive means small, poorly fitted or top-dose-only effect, or effect the other way, or a change in a side signal; inactive means no such curve, though single readings can be large or run the other way; the % refers to the polarisation; further: potency means the concentration at half of the fitted maximal effect; % of control where 0% means no effect; many of its hits are not listed in these tables
# TRPV1 agonist = human TRPV1 agonism. Q8NER1. TRPV1-expressing cells, Fluo-8 calcium influx, agonist mode. activation, % at 8.33 µM. hit rate 0.19% among 320,000; in the data active means activation above about 80%; inconclusive means between about 30% and that limit; further: 0% is about no effect
#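 TRPV1-expressing cells were cultured overnight at 35.5C and loaded with Fluo-8 calcium dye for 40 to 90 min at room temperature. After a 10 s baseline, compound was added and calcium influx was read kinetically for 3 min (ex 480/em 520 nm).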
# * hit, by the source's call; i = inactive; ? = inconclusive; / = no result given; [ ] = another dose, or the depositor's remark. Unless noted, the call rests on the fitted dose curve; in most records, active means well fitted curve in the direction sought with a large enough effect; inconclusive means small, poorly fitted or top-dose-only effect, or another doubt; inactive means no such curve, though single readings can be large; an effect the other way counts as inactive or inconclusive. A portion of the library; rates above refer to the full screens.
SMILES,GALK inhibitor,MLL CXXC-DNA inh,USP2a inh,hERG WT inh,B2AR arrestin,Coupling enz,Giardia killer,KCNH2 3.1 block,PKM2 act,Menin-MLL TR inh,TRPV1 agonist
CN1CCN(S(=O)(=O)c2ccc(N(C)CC(=O)Nc3ccc(F)cc3)nc2)CC1,0.5%,-1.3%,-4.2%,/,-0.2%,2.9,/,/,16.2%,-2.5%,3.3
CC1CCN(C(=O)CN2C(=O)C(C)(C)Oc3ccc(C(=O)NC4CCCC4)cc32)CC1,1.9%,-1.5%,-1.0%,6.8,-0.1%,2.5,8.9,-10.2,10.0%,-0.5%,5.3
Cc1cccc(C(=O)N(CCc2ccccc2)Cc2ccccc2)c1[N+](=O)[O-],3.3%,-1.2%,3.0%,-7.5,3.1%,/,-23.0,9.9,4.8%,/,-0.9
Cc1nc2ccc(NC(=O)c3ccc(Cl)s3)cc2s1,1.5%,2.6%,1.1%,-10.1,-0.6%,-0.4,-12.1,-6.0,8.3%,29.3%,3.8
COc1ccc(Cc2nc3ccc(C(=O)NCCc4ccccn4)cc3o2)cc1OC,1.1%,0.8%,-3.2%,0.1,2.5%,-1.2,8.5,18.7,-1.1%,-13.4%,-8.4
COc1ccc(OC(C)C(=O)Nc2cccnc2)cc1 (stereo not given),4.6%,16.7%,0.1%,0.3,-0.5%,2.7,1.2,-9.3,-5.1%,5.2%,-6.6
O=C(NCc1ccccc1Cl)C1CCN(c2ncnc3c2nc2n3CCCCC2)CC1,0.0%,13.0%,1.0%,-6.8,-0.7%,/,-19.5,4.7,/,/,2.2
Cc1nc2nc(SCC(=O)O)nn2c(C)c1Cc1ccccc1Cl,1.4%,1.3%,-4.4%,-9.1,-0.3%,10.8,15.5,-5.7,-3.0%,-8.3%,1.6
O=C(CNC(=O)c1ccccc1)OC(C(=O)c1ccccc1)c1ccccc1 (stereo not given),-1.7%,5.3%,2.1%,3.5,-0.4%,2.2,12.8,8.1,13.1%,6.9%,21.7
Cc1ccc(NC(=O)CCC(=O)NNC(=O)C(c2ccccc2)c2ccccc2)c(C)c1,-1.0%,37.5%[activator],1.2%,-15.7,-0.1%,0.0,-7.0,-3.1,-1.7%,?,-2.2
Cc1noc(C)c1S(=O)(=O)Nc1ccccc1N1CCOCC1,-1.7%,-13.0%,0.4%,-2.2,0.1%,-7.7,-3.8,-6.1,-4.1%,/,-2.7
CCCN(C(=O)COC(=O)CNC(=O)c1ccc2ccccc2c1)c1c(N)n(Cc2ccccc2)c(=O)[nH]c1=O,/,/,-2.7%,-5.3,-0.1%,/,2.5,4.4,/,/,1.8
Cc1ccc(NC(=O)C(C)N2C(=O)c3ccccc3C2=O)nc1 (stereo not given),-2.3%,9.7%,8.8%,i,0.1%,3.8,-2.5,9.4,-0.9%,2.7%,-1.4
CSCC[C@H](NC(=O)[C@H](Cc1ccccc1)n1c(=O)[nH]c2ccccc2c1=O)C(=O)N1CCC[C@@H]1C(=O)O,/,-4.4%,2.0%,1.7,0.1%,0.0,13.1,7.0,0.6%,-0.2%,-2.1
CNc1c([N+](=O)[O-])cnn1-c1ccc(Cl)cc1Cl,0.4%,-7.7%,0.0%,3.4,0.4%,1.2,-16.6,-1.6,11.2µM*,-6.8%,5.1
COC(=O)/C(=C\C(=O)c1ccccc1)Nc1cccc(C(F)(F)F)c1,-0.5%,1.7%,3.0%,-0.9,-0.6%,-2.4,-2.3,-3.0,-1.6%,17.5%,5.5
Cc1cccc(NC(=S)NCCC(C)C)c1,3.1%,-8.5%,-0.8%,2.8,-0.6%,3.2,-14.0,1.0,-4.2%,-2.4%,-4.2
O=S(=O)(c1ccc(Cl)cc1)n1c(Cc2ccccc2)nc2ccccc21,0.0%,1.3%,-3.0%,6.0,-0.5%,2.0,-11.2,-5.2,5.0%,-5.4%,0.6
O=C(COc1ccccc1F)NCc1nc2ccccc2[nH]1,1.1%,3.3%,2.2%,-1.7,-0.2%,0.0,6.9,/,/,1.2%,0.5
CCCCn1nc(C(=O)NC2=NCCS2)c2ccccc2c1=O,1.1%,-1.1%,0.5%,-3.2,0.5%,0.4,-4.7,-18.9,-5.5%,-2.2%,?
CC(C)c1ccc(C(O)P(=O)(OC2CCCCC2)OC2CCCCC2)cc1 (stereo not given),-2.5%,-15.1%,1.7%,-8.8,-0.1%,0.1,-9.8,-33.1,1.3%,/,?
NC(=O)CC[C@@H]1NC(=O)[C@H](CO)NC(=O)c2cc([N+](=O)[O-])cc(I)c2NCC[C@@H](C(N)=O)NC1=O,/,-5.1%,-0.8%,-5.3,0.5%,2.3,3.5,3.1,-12.4%,-0.6%,0.5
O=C1C(NS(=O)(=O)c2ccccc2)=C(N2CCN(c3ccc(F)cc3)CC2)C(=O)c2ccccc21,0.3%,-3.9%,-0.6%,-7.5,3.5%,-20.8,35.4[activator],-7.6,3.4%,/,-3.4
CCOc1ccc(/C=C2\SC(N3CCc4ccccc4C3)=NC2=O)cc1,1.7%,8.0%,-3.5%,6.9,-0.4%,-0.9,-10.0,-0.9,-10.7%,-7.7%,?
C=CCn1c(SCC(=O)Nc2cccc(C(=O)OC)c2)nnc1C(C)NC(=O)c1cccs1 (stereo not given),-3.9%,-3.3%,2.9%,-18.3,0.2%,-0.7,-17.6,-11.0,13.1%,4.5%,-2.9
SMILES,GALK inhibitor,MLL CXXC-DNA inh,USP2a inh,hERG WT inh,B2AR arrestin,Coupling enz,Giardia killer,KCNH2 3.1 block,PKM2 act,Menin-MLL TR inh,TRPV1 agonist
Cc1ccc(C(=O)Nc2cc([N+](=O)[O-])ccc2C)cc1,-4.2%,-7.7%,2.3%,-3.4,0.1%,2.0,12.4,-2.0,2.0%,-0.8%,5.3
CCc1ccc(N2CC(C(=O)Nc3cccc(S(=O)(=O)N4CCCC4)c3)CC2=O)cc1 (stereo not given),/,/,3.2%,-4.5,0.1%,/,-6.2,-1.2,/,/,-0.3
COCC(=O)N1CCC(Oc2ccc(C(=O)N(C)C3CCCCC3)cc2)CC1,-0.9%,-3.3%,-0.3%,11.0,-0.1%,0.3,-10.0,12.4,-3.3%,0.7%,1.7
COc1cccc2c1OCC(CN1CCN(Cc3ccccc3)C(CCO)C1)=C2 (stereo not given),-3.2%,4.6%,1.6%,11.0,-0.3%,-0.6,3.8,-0.8,-0.5%,-3.5%,-0.5
CSc1ccccc1NC(=O)Nc1ccc(F)c(Cl)c1,-1.4%,4.6%,-1.0%,-7.8,-0.3%,-6.3,1.7,-25.6,-0.4%,?,12.3
COC(=O)c1cccc(NC(=O)CCCOc2cccc(C)c2)c1,0.0%,3.6%,-0.7%,-12.0,-0.4%,0.7,9.9,-1.1,-2.7%,10.6%,?
COc1cccc(NC(=O)CN(C)C(=O)c2csc3c2CCCC3)c1,/,/,2.8%,11.2,-0.1%,/,-11.3,7.5,/,/,16.8
CCc1ccc(C(=O)COC(=O)c2n[nH]c3ccccc23)cc1,6.4%,8.7%,-3.3%,-15.0,0.3%,0.7,2.1,-4.1,-4.0%,2.0%,-3.4
CN(C)CCCN(C(=O)c1cc(-c2cccs2)nc2ccccc12)c1nc2c(F)cccc2s1,3.6%,25.1%,0.9%,-8.7,-0.6%,/,-3.1,-45.3,-3.3%,/,-1.7
Cc1ccc(S(=O)(=O)N2CCC(C(=O)N3Cc4ccccc4C3)CC2)cc1,0.6%,-2.2%,-1.0%,-1.1,0.3%,-1.8,-4.4,-30.0,3.3%,-14.3%,9.6
O=C(CSc1nnc(-c2ccc(O)cc2)o1)Nc1ccccc1Br,0.9%,26.6%,5.5%,-4.4,-0.3%,-0.6,-9.6,1.9,/,18.5%,-3.0

# Profiles, looked up by structure.
# `Cc1ccc(S(=O)(=O)N2CCC(C(=O)N3Cc4ccccc4C3)CC2)cc1` is listed as GALK inhibitor: 0.6%; MLL CXXC-DNA inh: -2.2%; USP2a inh: -1.0%; hERG WT inh: -1.1; B2AR arrestin: 0.3%; Coupling enz: -1.8; Giardia killer: -4.4; KCNH2 3.1 block: -30.0; PKM2 act: 3.3%; Menin-MLL TR inh: -14.3%; TRPV1 agonist: 9.6
# `O=C(CSc1nnc(-c2ccc(O)cc2)o1)Nc1ccccc1Br` is listed as GALK inhibitor: 0.9%; MLL CXXC-DNA inh: 26.6%; USP2a inh: 5.5%; hERG WT inh: -4.4; B2AR arrestin: -0.3%; Coupling enz: -0.6; Giardia killer: -9.6; KCNH2 3.1 block: 1.9; PKM2 act: /; Menin-MLL TR inh: 18.5%; TRPV1 agonist: -3.0

# Source: PubChem BioAssay (National Center for Advancing Translational Sciences (NCATS))
